Source: PubChem BioAssay
TMEM16A act: mouse TMEM16A channel activation, primary screen. Q8BHY3. HEK293 TMEM16A/YFP-H148Q/I152L, iodide quench fluorescence; active compounds read low. B-score at 10 µM. hit rate 0.3% among 340,000. AID 623877;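 active means fluorescence-ratio B-score plate-corrected deviation score at least 3 library SD below zero, with starting fluorescence score within 5 deviations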;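 further: channel opened by trigger with iodide after compound preincubation; score built on the fluorescence ratio of max minus min over baseline; more negative score means more quench and so TMEM16A activation or potentiation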
TRPC6 activator: activates the mouse TRPC6 cation channel; Q61143; HEK293-TRPC6 membrane potential dye fluorescence; active compounds read high; B-score at 10 µM; hit rate 0.13% among 310,000; AID 2550;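 active means B-score of the integrated fluorescence ratio above library mean plus 3 SD, and starting fluorescence ratio within library mean plus 5 SD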;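 further: higher score means more depolarization so channel activation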
RGS4 block: inhibitors of human RGS4; AID 463165; HEK293 M3R/RGS4 inducible, Fluo-4 calcium flux; active compounds read high; triggered by carbachol at its EC20; hit rate 0.45% among 310,000; B-score at 10 µM; P49798;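 active means B-score, a plate-corrected calcium signal, over three deviations above library mean, with baseline fluorescence within five deviations of library mean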;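 further: RGS4 expression induced by doxycycline in cells with stable M3 receptor; B-score is computed from the integrated fluorescence ratio over baseline after carbachol; higher B-score means a larger calcium signal and so more RGS4 inhibition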
Target sequence (P49798 whole entry, looked up): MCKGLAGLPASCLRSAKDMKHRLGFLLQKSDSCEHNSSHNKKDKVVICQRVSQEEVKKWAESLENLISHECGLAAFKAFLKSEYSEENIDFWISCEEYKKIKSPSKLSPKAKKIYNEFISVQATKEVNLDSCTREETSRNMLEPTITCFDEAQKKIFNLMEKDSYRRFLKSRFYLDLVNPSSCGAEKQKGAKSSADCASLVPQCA
HDAC3 inh: blocks human histone deacetylase 3. O15379. recombinant HDAC3, fluorogenic peptide/trypsin coupled, fluorescence. inhibition, % at 8.3 µM. hit rate 0.15% among 320,000; in the data active means inhibition above about 26%, passing the limit was not always enough; inconclusive means no clear call, values can overlap the other calls
Target sequence (O15379 whole entry, looked up): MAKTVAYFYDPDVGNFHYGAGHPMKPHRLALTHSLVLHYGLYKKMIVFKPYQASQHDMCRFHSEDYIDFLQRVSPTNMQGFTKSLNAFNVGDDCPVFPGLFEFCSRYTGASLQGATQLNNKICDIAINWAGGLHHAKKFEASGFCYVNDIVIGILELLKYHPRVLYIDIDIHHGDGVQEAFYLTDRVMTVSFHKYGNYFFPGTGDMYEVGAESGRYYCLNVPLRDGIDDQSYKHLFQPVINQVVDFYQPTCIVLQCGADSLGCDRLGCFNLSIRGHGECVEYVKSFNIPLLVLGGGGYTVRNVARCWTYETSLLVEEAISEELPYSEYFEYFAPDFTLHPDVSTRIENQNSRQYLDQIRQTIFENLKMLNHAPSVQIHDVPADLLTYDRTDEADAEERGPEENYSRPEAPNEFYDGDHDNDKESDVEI
MrgX1 allo act: human MrgX1 positive allosteric modulation, primary screen | AID 588675 | hit rate 0.63% among 310,000 | B-score at 10 µM | MrgX1-HEK293, Fluo-4 calcium flux, FDSS; active compounds read high;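 active means plate-corrected calcium response at least 3 library SD above typical, normal starting fluorescence, not activating the receptor alone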;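 further: compound read alongside a low EC10 to EC30 dose of BAM8-22 agonist; peak minus trough fluorescence over baseline measured at the second addition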
Target sequence (Q96LB2 whole entry, looked up): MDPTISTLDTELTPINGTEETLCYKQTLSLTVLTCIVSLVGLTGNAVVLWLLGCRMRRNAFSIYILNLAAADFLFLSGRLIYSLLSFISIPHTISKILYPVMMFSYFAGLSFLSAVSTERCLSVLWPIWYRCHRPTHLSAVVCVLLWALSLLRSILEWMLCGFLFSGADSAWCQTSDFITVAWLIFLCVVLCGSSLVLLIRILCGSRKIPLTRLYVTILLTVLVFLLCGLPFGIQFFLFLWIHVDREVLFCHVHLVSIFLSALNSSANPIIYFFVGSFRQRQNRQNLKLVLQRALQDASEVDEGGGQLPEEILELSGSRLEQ
RGS4 act: RGS4 potentiation or activation | HEK293 M3R/inducible RGS4, carbachol calcium flux Fluo4; active compounds read low | AID 463111 | hit rate 0.92% among 310,000 | B-score at 10 µM;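 active means B-score of the integrated calcium signal more than 4 SD below the library mean, with starting fluorescence not abnormally high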;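 further: negative B-score means reduced calcium response which marks RGS4 activation or potentiation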
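System – HEK293 FlpIn-TREx cells, stable M3R, doxycycline-inducible RGS4 · Reagent – ECmax carbachol challenge · Times – compound preincubation 20 min at room temperature before agonist · Technique – Fluo4 fluorescence kinetic imaging of calcium · Measure – B score of integrated Fluo4 ratio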
ANO1 block: blocks the mouse calcium-activated chloride channel TMEM16A; Q8BHY3; hit rate 1.2% among 310,000; HEK293 TMEM16A/YFP iodide influx fluorescence, ionomycin; normalized B-score (activity score, 25-100; higher = stronger inhibition) at 10 µM;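 active means ratio plate-corrected score three or more library SD toward inhibition, starting fluorescence score within five deviations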;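 further: score derived from kinetic fluorescence span divided by baseline fluorescence per well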
MrgX1 agonist: agonists of human MrgX1 receptor. Q96LB2. MrgX1-HEK293 cells, Fluo-4 calcium fluorescence, agonist mode; active compounds read high. B-score at 10 µM. hit rate 0.44% among 310,000. AID 588627;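 active means calcium response B-score plate-corrected fluorescence ratio at least 3 library SD, with starting fluorescence B-score inside 5 SD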
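Test system: HEK293 cells stably expressing human MrgX1 receptor; Input: fifteen thousand cells per well; Dosing: compound delivered in addition one of three; Schedule: overnight seeding, then 1 h dark dye loading; Technique: Fluo-4 NW calcium fluorescence; Measure: B-scored fluorescence response ratio; Controls: positive and negative controls per plate.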
TRPC6 inhibitor: blocks the mouse TRPC6 cation channel; Q61143; HEK293-TRPC6, membrane potential dye, ACh-evoked depolarization; active compounds read low; B-score at 10 µM; hit rate 1.1% among 310,000;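 active means B-score under library mean minus 3 SD, initial fluorescence not abnormally high, positive integrated signal ratio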;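 further: B-score derived from integrated fluorescence ratio over the kinetic read; more negative B-score means stronger inhibition of depolarization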
SKKanGAS inh: blocks kanamycin growth of S. pyogenes SKKanGAS strain; inhibition, % at 7.5 µM; BacTiter-Glo, 6 h; hit rate 1.3% among 300,000;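 active means mean replicate score, as percent of positive control median, at least 50; inconclusive means mean below 50 but one replicate at or above 50; inactive means mean and every replicate below 50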;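 further: strain carries kanamycin resistance gene driven by streptokinase promoter and grows in 40 µg/ml kanamycin; loss of luminescence reflects streptokinase promoter inhibition or plain growth inhibition; 0% = median of DMSO wells and 100% = positive control at its reference dose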
MrgX1 antagonist: human MrgX1 receptor antagonism, primary screen. MRGX1-HEK293 calcium flux, Fluo-4, BAM8-22 antagonism; active compounds read low. Q96LB2. hit rate 1.3% among 310,000. B-score at 10 µM;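 active means calcium-response B-score plate-corrected more than 3 library SD below zero, starting fluorescence within 5 deviations, no agonist response on first addition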;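 further: peak minus trough fluorescence over baseline after final BAM8-22 challenge near maximal dose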
An asterisk follows results filed as active; i = inactive; ? = inconclusive; . = not tested or not shown.

SMILES	TMEM16A act	TRPC6 activator	RGS4 block	HDAC3 inh	MrgX1 allo act	RGS4 act	ANO1 block	MrgX1 agonist	TRPC6 inhibitor	SKKanGAS inh	MrgX1 antagonist
N#Cc1ccccc1/C=N/Nc1nc(-c2ccccc2)c2cc(Cl)ccc2n1	i	i	i	0.3	i	i	i	i	i	-0.9	i
CCS(=O)(=O)N1CCN(c2ccc([N+](=O)[O-])c(NCc3ccccc3)c2)CC1	i	i	i	-0.3	i	i	i	i	i	-1.2	i
Cc1oc2ccc(OC(=O)COc3c(F)c(F)c(F)c(F)c3F)cc2c1C(=O)OC(C)C	i	i	i	1.7	i	i	i	i	i	.	i
COc1ccc(CCN(C)C(=O)CN2C(=O)NC3(CCCc4ccccc43)C2=O)cc1OC (stereo not drawn)	i	i	i	8.0	i	i	i	i	i	-13.0	i
COc1ccc(CNC(=O)Cc2c[nH]c3ccccc23)cc1OC	i	i	i	-2.1	i	i	i	i	i	-3.0	i
NC(=S)Cc1nc2n(n1)Cc1ccccc1-2	i	i	i	0.2	i	i	i	i	i	0.0	i
Cc1ccc(S(=O)(=O)N2CCN(CC(=O)N/N=C/c3ccc(Br)s3)CC2)cc1	i	i	i	-0.5	i	i	i	i	i	10.7	i
COCCCN1C(=O)c2ccccc2C1C(=O)NC1CCCCCC1 (stereo not drawn)	i	i	i	1.6	i	i	i	i	i	-8.4	i
COC(=O)CSc1nc2cc3c(cc2cc1C#N)OCO3	i	i	i	-10.7	i	i	i	i	i	3.2	i
CCOC(=O)c1sc2ncnc(NCc3ccco3)c2c1C	i	i	i	-4.4	i	i	i	i	i	23.3	i
CCOCC(=O)Nc1cc(Cl)c(OC)cc1OC	.	i	i	-0.6	i	i	i	i	i	-4.4	i
COc1ccc(N2CCN(C(=O)COC(=O)c3ccc(C)o3)CC2)cc1	i	i	i	.	i	i	i	i	i	1.8	i
O=C(Nc1cccc(C(=O)O)c1)/C(=C/c1ccccc1)NC(=O)c1cccc(Br)c1	i	i	i	4.1	i	i	i	i	i	-0.9	i
CCOC(=O)C1=C(CC)Nc2ccccc2N=C1NC(=O)c1ccc(S(=O)(=O)N(C)C)cc1	i	i	i	-4.9	i	i	i	i	i	-5.2	i
Cc1c(Cc2ccccc2)sc(N)c1C(N)=O	.	i	i	17.2	i	i	i	i	i	5.2	i
Cc1noc(C)c1C(c1ccccc1)S(=O)(=O)c1ccccc1 (stereo not drawn)	i	i	i	0.2	i	i	i	i	i	1.7	i
COc1cccc(-c2ccc3nnc(SCC(=O)N4CCCC4)n3n2)c1	-4.74*	i	i	-0.4	i	i	i	i	i	-5.1	i
CCOc1ccc(C(=O)c2cnc3ccccc3c2N2CCN(CC)CC2)cc1	i	i	i	1.3	i	i	i	i	i	-4.9	i
COc1ccc(C(C)NC(=S)NCc2ccc(F)cc2)cc1 (stereo not drawn)	i	i	i	-1.4	i	i	i	i	i	0.9	i
O=C(CCc1ccc(O)c(O)c1)NNC(=S)Nc1ccc(Br)cc1Cl	i	i	i	-2.6	i	i	i	i	i	3.1	i
NS(=O)(=O)c1cccc(NC(=O)c2cccc(Oc3ccccc3)c2)c1	i	i	i	6.3	i	i	i	i	i	1.6	i
FC(F)(F)c1ccc(N2CCOCC2)c(Nc2nc3ccccc3n3cnnc23)c1	i	i	i	-2.9	i	i	i	i	i	12.6	i
O=C(O)c1ccc(CNC(=O)c2ccc(C(F)(F)F)cc2)cc1	i	i	i	-3.8	i	i	i	i	i	-7.9	i
COc1ccc(C(=O)OCC(=O)Nc2cc(S(=O)(=O)N3CCOCC3)ccc2N2CCCC2)cc1	i	i	i	0.6	i	i	i	i	i	-7.4	i
COc1ccc(OC)c(C(O)c2nc3ccccc3n2C(C)C)c1 (stereo not drawn)	i	i	i	7.0	i	i	i	i	i	10.8	i
COc1ccc(/C=N/Nc2nc3ccccc3o2)cc1O	i	i	i	7.8	i	i	i	i	i	8.8	i
O=C(O)CCSc1nnc(-c2cccnc2)n1-c1ccccc1	i	i	i	-2.9	i	i	i	i	i	-2.3	i
CN(C(=O)COC(=O)c1cc2c(s1)CCCCC2)c1ccccc1	i	i	i	7.4	i	i	i	i	i	3.6	i
O=C(Nc1ccc(N2C(=O)C3C4C=CC(C4)C3C2=O)cc1)Nc1nnc(C(F)(F)F)s1 (stereo not drawn)	i	i	i	2.2	i	i	i	i	i	9.2	i
CN(C)S(=O)(=O)c1cccc(CSc2cccc[n+]2[O-])c1	i	i	i	-3.0	i	i	i	i	i	14.3	i
Cc1ccc(C(=O)NCc2ccc3c(c2)OCO3)cc1Cl	i	i	i	-1.4	i	i	i	i	i	0.3	i
O=C(c1cnn(-c2ccccc2)c1)c1ccccc1O	i	i	i	1.3	i	i	i	i	i	8.3	i
Cc1cccc(Nc2nnc(SCC(=O)N(C)C3CCS(=O)(=O)C3)s2)c1C (stereo not drawn)	i	i	i	6.0	i	i	i	i	i	-2.8	i
COc1cc(NC(=S)NC(=O)c2cc(C)cc(C)c2)ccc1NC(=O)c1cccs1	i	i	i	-2.7	i	i	i	i	i	19.9	i
Cc1csc(=O)n1CCC(=O)OCC(=O)Nc1ncc(Cl)cc1Cl	i	i	i	5.4	i	i	i	i	i	-13.1	i
COc1ccc(C)cc1NC(=O)C(NC(=O)c1cc(OC)c(OC)c(OC)c1)C(C)C (stereo not drawn)	i	i	i	0.7	i	i	i	i	i	2.9	i
COc1ccc(-n2cc(CNCCc3cscn3)c(-c3ccccc3Cl)n2)cc1	.	i	i	-4.9	i	i	i	i	i	11.8	i
CC(=O)Nc1ccc(S(=O)(=O)N2CN(c3ccc(C)cc3)c3nc4ccccc4nc32)cc1	i	i	i	5.8	i	i	i	i	i	10.0	i
O=C(/C=C/Nc1ccc(Nc2ccccc2)cc1)c1cccs1	i	i	i	.	.	i	.	.	i	-15.3	.
C=C(C)[C@H]1CC=C(C)/C(=N/NC(=O)CNc2ccccc2OC)C1	i	i	i	4.1	i	i	i	i	i	-14.1	i
Cc1ccc(S(=O)(=O)N2CCSC2C(=O)O)cc1 (stereo not drawn)	i	i	i	-0.4	i	i	i	i	i	-5.7	i
COc1ccc(OCCC(=O)NC2=NCCS2)cc1	i	i	i	-1.4	i	i	i	i	i	-3.9	i
Cc1ccc(S(=O)(=O)C2(C(=O)N3CCN(C4CCCCC4)CC3)CC2)cc1	i	i	i	11.4	i	i	i	i	i	-3.3	i
COCCNC(=O)CSc1nc2scc(-c3ccccc3)c2c(=O)[nH]1	i	i	i	5.4	i	i	i	i	i	-5.3	i
COC(=O)c1sc(NC(=O)COc2cccc3ccccc23)nc1C	i	i	i	-6.5	i	i	i	i	i	-4.1	i
Cc1ccc(S(=O)(=O)Nc2cccc(-n3cnnn3)c2)cc1C(=O)O	i	i	i	4.0	i	i	i	i	i	-2.7	i
CC1CCN(C(=O)C2CCC(=O)N(Cc3ccc(Cl)cc3)C2)CC1 (stereo not drawn)	i	i	i	-5.1	i	i	i	i	i	3.9	i
COC(=O)c1ccc(NC(=O)CSc2nc(C)cc(=O)[nH]2)cc1	i	i	i	0.3	i	i	i	i	i	-2.1	i
COc1cccc(OC)c1NC(=O)C1CCCN1C(=O)Nc1cccc(Cl)c1 (stereo not drawn)	i	i	i	-1.1	i	i	i	i	i	-3.9	i
O=C(Nc1cccc(S(=O)(=O)N2CCCCC2)c1)c1ccccc1NS(=O)(=O)c1ccc(F)cc1	i	i	i	-2.6	i	i	100*	i	i	-12.1	i
CC(C)c1nnc(NC(=O)c2cc3cc(Br)ccc3oc2=O)s1	i	i	i	1.8	i	i	i	i	i	10.3	i
CNCC(=O)Nc1ccc(OC(F)(F)F)cc1	i	i	i	-0.5	i	i	i	i	i	-1.3	i
CCS(=O)(=O)Nc1cccc(C2=NN(S(=O)(=O)c3ccc(C)cc3)C(c3cccs3)C2)c1 (stereo not drawn)	i	i	i	0.5	i	i	i	i	i	17.6	i
Cc1nn(CC(=O)N2CCC(C(N)=O)CC2)c(=O)c2nn(-c3ccccc3)c(C)c12	i	i	i	-2.4	i	i	i	i	i	-2.6	i
N#CCC(CNc1ncc(C(F)(F)F)cc1Cl)OC(=O)c1cccc(C(F)(F)F)c1 (stereo not drawn)	i	i	i	?	i	i	i	i	i	-6.4	i
CS(=O)(=O)c1ccc2nc(NC(=O)c3ccc(S(=O)(=O)NCC4CCCO4)cc3)sc2c1 (stereo not drawn)	i	i	i	5.1	i	i	i	i	i	25.6	i
CC(NC(c1ccccc1)c1ccccc1)C(=O)N1CCCc2ccccc21 (stereo not drawn)	i	i	i	5.8	i	i	i	i	i	-4.9	i
CCn1c(SCC(=O)n2c(C)c(C)c3ccccc32)nnc1-c1ccco1	i	i	i	0.5	i	i	i	i	i	10.2	i
O=S(=O)(Nc1nccs1)c1ccc(NCc2cc(Br)cc(Br)c2O)cc1	i	i	7.78*	5.4	i	i	i	i	i	38.0	i
COc1ccccc1/C=C/CN1CCNC(=O)C1CC(=O)NCCc1cnccn1 (stereo not drawn)	i	i	i	-0.7	i	i	i	i	i	4.9	i
Remaining list, next part.
SMILES	TMEM16A act	TRPC6 activator	RGS4 block	HDAC3 inh	MrgX1 allo act	RGS4 act	ANO1 block	MrgX1 agonist	TRPC6 inhibitor	SKKanGAS inh	MrgX1 antagonist
O=C(c1ccc(CNS(=O)(=O)c2cccc(C(F)(F)F)c2)cc1)N1CCOCC1	i	i	i	-3.0	i	i	i	i	i	-0.8	i
COc1cc(S(=O)(=O)Nc2ccc(C)cc2)ccc1N=Cc1c(C)[nH]n(-c2ccc(C)cc2)c1=O	i	i	i	2.6	i	i	i	i	i	17.3	i
O=C(NNS(=O)(=O)c1ccc(F)cc1)c1ccccc1F	i	i	i	0.7	i	i	i	i	i	-4.5	i
O=C(NC1CCCCC1)C(c1cccs1)N(C(=O)Cc1c[nH]c2ccccc12)c1ccc(F)cc1 (stereo not drawn)	i	i	i	-1.3	i	i	i	i	i	19.3	i
COc1ccccc1NS(=O)(=O)c1ccc2oc(N)nc2c1	i	i	i	-0.8	i	i	i	i	i	-8.3	i
O=C(O)c1ccc(Oc2ccccc2)o1	i	i	i	0.2	i	i	i	i	i	0.7	i

Random draw from the library; overall some 6.7% were active at least once.
